Screening results deposited in PubChem by several laboratories.
sdo1 growth: growth rescue of sdo1-depleted yeast, primary screen, S. cerevisiae, bone marrow failure model; S. cerevisiae sdo1-depleted JHY4D growth rescue, OD600 30 h; hits give high values; pdr5 snq2 efflux-pump mutant strain; z-score at 10 µM; 140,000 tested, 0.21% active;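 active = z-score above 3 at both the 24 hr and the 30 hr optical density reads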;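 note: z-score against mean and SD of all compound wells on the same plate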
Insulin prom inh: inhibitors of insulin promoter-driven GFP, primary screen, imaging, TRM-6 cells (human fetal islet line), eGFP reporter, cell count. 130,000 tested, 0.9% active. AID 1273, 2008. reporter expression induced with tamoxifen. inhibition, % at 2 µM;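 active = inhibition above the mean plus 3 SD, with well images judged a real hit on visual review, cut at about 60% in these data, passing the limit was not always enough; inconclusive = inhibition over the cutoff but images rejected on review; inactive = inhibition not above the cutoff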
sdo1 growth Rescue 24 h: second read-out of sdo1 growth, no call of its own (marks repeat the call); z-score; S. cerevisiae sdo1-depleted JHY4D growth rescue, OD600; measured here: growth rescue at 24 h;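 0 is the plate mean of compound wells and units are plate SD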
An asterisk follows results filed as active; i = inactive; ? = inconclusive; · = no result given.

sdo1 growth	Insulin prom inh	compound	sdo1 growth Rescue 24 h
0.34	-32	Cc1cccc(-c2nc(=S)c3c(n2Cc2ccco2)CCCC3)c1	0.67
-0.74	-35	CC1(C)CN=C(N2CCN(c3ncnc4sc5c(c34)CCCC5)CC2)S1	-1.6
-0.88	-4	CCN(CC)C(=O)C(Cc1ccccc1)N1C(=O)c2ccccc2C1=O (configuration not stated)	-0.72
-0.96	-20	c1cc(-c2noc(CCC3CCCC3)n2)ccn1	0.23
-1.3	·	Cc1nn(C)c(C)c1S(=O)(=O)N(CC(=O)Nc1ccc2c(c1)OCO2)c1ccc(C(C)C)cc1	-1.6
·	36	O=c1ccc(C(F)(F)F)cn1Cc1cc(=O)n2ccsc2n1	·
·	-38	CC(C)(C)NC(=O)CCc1ncc(C(F)(F)F)cc1Cl	·
-0.22	-24	O=C(CSc1nnc(Nc2ccccc2F)s1)Nc1cccc(S(=O)(=O)N2CCCCC2)c1	-0.21
1.1	7	CCOC(=O)C1CCN(C(=O)COc2ccc(N(C)S(=O)(=O)c3cccs3)cc2)CC1	1.4
-0.12	-36	COc1ccc(C(=O)Nc2cccc(C(C)=O)c2)cc1S(=O)(=O)N1CCOCC1	0.7
-1.6	·	CCn1c(SCC(=O)Nc2ccc3c(c2)OCO3)nc2c(c1=O)SC(C)C2 (configuration not stated)	-1.4
0.18	-18	Clc1ccc(Cn2c(CN3CCCC3)nc3ccccc32)cc1	0.51
·	61	O=C(O)CCN1CCc2ccccc2C1c1cccs1 (configuration not stated)	·
0.6	53	O=C(N1CCOCC1)N1CCN(c2ccccn2)CC1	-0.14
-0.12	25	CCc1c(C)n([O-])c2c([n+]1=O)CCC2	-0.82
1.4	·	COc1ccc(Cl)cc1N1C(=O)C2CCCN2C1c1sccc1C (configuration not stated)	0.71
-0.86	26	Cc1noc(C)c1CSc1nc2ccccc2c(=O)n1-c1ccc(Cl)cc1	-0.12
-0.69	·	Cc1ccc(S(=O)(=O)N2CCC(C(=O)N[C@@H](C)C(=O)NCc3ccccc3)CC2)cc1	0.92
·	33	N/C(=N/OC(=O)c1ccccc1Cl)c1nonc1N	·
-0.55	31	O=C(Nc1cccc(S(=O)(=O)NC2=NCCCCC2)c1)c1cc(-c2ccc(Cl)cc2)nc2ccccc12	-0.69
0.74	29	N=c1oc2ccc3ccccc3c2cc1-c1nnc2n1CCCCC2	0.53
-1.1	3	CCCn1c(NC(=O)c2ccc(C)cc2)nc2ccccc21	-0.76
0.33	8	O=C(CNC(=O)C12CC3CC(CC(C3)C1)C2)N1CCN(S(=O)(=O)c2cccs2)CC1	0.94
-0.75	-63	COc1ccc(N2C3=C(CC4=C2CC(C)(C)CC4=O)C(=O)CC(C)(C)C3)cc1	-1.2
0.87	-87	Cn1cccc1CC(=O)N/N=C/C=C/c1ccco1	0.43

Ordered by SMILES length (lowest first): part of the list above.
sdo1 growth	Insulin prom inh	compound	sdo1 growth Rescue 24 h
-0.96	-20	c1cc(-c2noc(CCC3CCCC3)n2)ccn1	0.23
·	33	N/C(=N/OC(=O)c1ccccc1Cl)c1nonc1N	·
-1.1	3	CCCn1c(NC(=O)c2ccc(C)cc2)nc2ccccc21	-0.76
0.18	-18	Clc1ccc(Cn2c(CN3CCCC3)nc3ccccc32)cc1	0.51
0.74	29	N=c1oc2ccc3ccccc3c2cc1-c1nnc2n1CCCCC2	0.53
1.4	·	COc1ccc(Cl)cc1N1C(=O)C2CCCN2C1c1sccc1C (configuration not stated)	0.71
0.34	-32	Cc1cccc(-c2nc(=S)c3c(n2Cc2ccco2)CCCC3)c1	0.67
-0.86	26	Cc1noc(C)c1CSc1nc2ccccc2c(=O)n1-c1ccc(Cl)cc1	-0.12
-0.74	-35	CC1(C)CN=C(N2CCN(c3ncnc4sc5c(c34)CCCC5)CC2)S1	-1.6
-0.12	-36	COc1ccc(C(=O)Nc2cccc(C(C)=O)c2)cc1S(=O)(=O)N1CCOCC1	0.7
-0.75	-63	COc1ccc(N2C3=C(CC4=C2CC(C)(C)CC4=O)C(=O)CC(C)(C)C3)cc1	-1.2
0.33	8	O=C(CNC(=O)C12CC3CC(CC(C3)C1)C2)N1CCN(S(=O)(=O)c2cccs2)CC1	0.94
-1.3	·	Cc1nn(C)c(C)c1S(=O)(=O)N(CC(=O)Nc1ccc2c(c1)OCO2)c1ccc(C(C)C)cc1	-1.6
-0.55	31	O=C(Nc1cccc(S(=O)(=O)NC2=NCCCCC2)c1)c1cc(-c2ccc(Cl)cc2)nc2ccccc12	-0.69

Carrying on:
sdo1 growth	Insulin prom inh	compound	sdo1 growth Rescue 24 h
-0.77	7	CC(C)OC(=O)/C(=C/c1ccc(Br)cc1)NC(=O)c1ccco1	-0.62
0.71	·	CC(=O)Nc1ccc(C(=O)N/N=C(\C)CC(=O)Nc2ccc(OCc3ccccc3)cc2)cc1	1.7
-1.5	·	Cc1ccc(NC(=O)Cc2csc(-c3ccccc3)n2)cc1F	-1.9
0.32	-69	O=C(C1CCN(Cc2ccccc2)CC1)N1CCN(C/C=C/c2ccccc2)CC1	0.6
-0.37	-32	Fc1ccc(NC(=S)NC23CN4CN(CN(C4)C2)C3)cc1	-1.2
·	62	COc1ccc(OCC(=O)Nc2ccc(C)c(S(=O)(=O)N(C)C)c2)cc1	·
0.13	·	CCOc1ccc(NC(=O)CCN2CCN(c3ccccc3F)CC2)cc1	-0.62
·	-50	O=C(O)CCSCCCN1C(=O)c2cccc3cccc(c23)C1=O	·
-0.69	35	Cc1ccc(C(=O)Nc2sc(Cc3ccc4c(c3)OCO4)c(C)c2C(N)=O)cc1	0.48
1.9	-107	CCCCn1nnnc1SCC(=O)N(CC)CC	2.7
1	i	CCn1c(CNC(=O)c2cccs2)nnc1SCC(=O)Nc1ccc(Cl)cc1	1.2
1.2	53	CCOC(=O)N1CCN(C(=O)C2CC(=O)N(c3ccc(OC)cc3)C2c2ccc(OC)cc2)CC1 (configuration not stated)	1.6
-1.6	·	CCOC(=O)c1cc(NC(=O)c2ccc(Cl)cc2)c(=O)n2c1oc1ccc(Cl)cc12	-0.83
-0.57	·	COc1ccc2oc(-c3ccccc3)c(C(=O)N3CCOCC3)c2c1	0.05
0.33	-8	O=C(NCCO)C1(c2ccc(Cl)cc2)CCCC1	0.06
0.47	3	CCOc1ccc(NC(=O)COC(=O)c2ccc3c(c2)C(=O)N(CCc2ccccc2)C3=O)cc1	1.8
-0.03	25	O=c1c2ccccc2nc(-c2ccco2)n1/N=C/c1ccco1	0.19
-0.39	7	COc1cc2c(cc1/C=C1/NC(=O)N(c3ccccc3)C1=O)OCO2	-0.52
·	18	CC(=O)c1cccc(NC(=O)CCNS(=O)(=O)c2cccc3nonc23)c1	·
-0.64	·	COCCn1cc(C(=O)NCc2cccs2)c2c3ccccc3n(C)c2c1=O	-1
0.28	?	CCN(CC)S(=O)(=O)c1ccc(N/N=C/c2cc(OC)ccc2O)nc1	1.6
-0.03	·	COc1ccc(S(=O)(=O)N(CC(=O)N2CCOCC2)Cc2ccccc2)cc1	-0.72
-0.43	25	CCC(C)(C)n1nnnc1C(c1ccc2ncccc2c1)N1CCN(c2nc3ccccc3s2)CC1 (configuration not stated)	0.34
0.68	-50	Cc1cc(C)n(-c2ncnc3sc4c(c23)CCCC4)n1	-0.67
-0.98	·	Cc1ccc(C(=O)O/N=C(\c2ccccc2)c2cccnc2)cc1	0.56

More results follow.
sdo1 growth	Insulin prom inh	compound	sdo1 growth Rescue 24 h
0.47	8	NC(=O)c1c(NC(=O)CCCC(=O)O)sc2c1CCCCCC2	-0.16
0.51	-6	Cc1ccc(C(=O)O/N=C2\CCS(=O)(=O)c3sccc32)cc1	0.34
0.87	0	CCCC(=O)NC(c1ccc(OC)c(OC)c1)c1c(O)ccc2ccccc12 (configuration not stated)	0.51
1.8	·	CC1(N2CCOCC2)CC2(O)C(=[N+]1[O-])CCc1c2no[n+]1[O-] (configuration not stated)	1.1
-0.53	31	O=C(c1ccccc1)N1CCN(c2ncnc3sc4c(c23)CCC4)CC1	0.12
0.12	-60	COc1ccc(COCC(CC(C)C)N2CCN(C(=O)c3cccc(C(F)(F)F)c3)CCC2=O)cc1 (configuration not stated)	-0.53
1	18	COc1ccc(-c2nnc(SCC(=O)Nc3ccccc3)n2C)cc1	0.14
-2	27	Cn1c(C(=O)N2CCN(Cc3ccc4c(c3)OCO4)CC2)cc2sccc21	-1.4
-0.15	-8	CN(C)c1ccc(C(=O)OCC(=O)NC2CCCCC2)cc1	0.07
-1.2	27	O=S(=O)(c1ccc(-n2cnnn2)cc1)N(C1CCCCC1)C1CCCCC1	-0.54
-0.67	·	CS(=O)(=O)c1ccc2nc(NC(=O)Nc3ccc(Cl)c(Cl)c3)sc2c1	0.2
·	-67	CN(C)c1cncc(C(=O)O)c1	·
·	0	Fc1cccc(F)c1/C=N/N1CCOCC1	·
1.3	21	CCOCc1cn(CC(=O)c2ccc([N+](=O)[O-])cc2)c(C)nc1=N	1.1
-2.1	7	COc1ccccc1-c1cc(C(=O)N2CCc3ccccc3C2)c2ccccc2n1	-1.8
0.02	-29	O=C1N=C(N2CCCC2)CN1c1ccccc1	0.16
1.3	12	CN(CC(=O)Nc1ccc(N2CCOCC2)cc1)CC(=O)Nc1ccc(Cl)cc1[N+](=O)[O-]	1.3
0.02	21	NC(=O)c1ccsc1NC(=O)CSc1nnc(C2CC2)n1Cc1ccccc1	-0.32
-0.08	·	COc1cc(CNc2ccc(N3CCOCC3)c(C(=O)O)c2)ccc1OCC(N)=O	-0.5
·	27	COc1ccc(NC(=O)CCNS(=O)(=O)c2cccc3nsnc23)cc1	·
0.65	27	O=C(NC1(C(F)(F)F)NC(=O)N(c2ccc(F)c(Cl)c2)C1=O)c1ccncc1 (configuration not stated)	-0.13
1.7	46	COc1ccc(S(=O)(=O)NCCC(=O)NC(C)c2ccccc2)cc1 (configuration not stated)	1.8
-0.47	11	O=C(NC1CCc2ccccc21)C1CCN(S(=O)(=O)c2ccc(-n3cnnn3)cc2)CC1 (configuration not stated)	-1.3
0.18	7	O=C(Cc1ccccc1)NC(NCCCN1CCOCC1)(C(F)(F)F)C(F)(F)F	0.4
0.2	·	O=C(NC(c1ccccc1)c1ccccc1)c1cccc(S(=O)(=O)NCc2ccccc2)c1	-0.07

The results go on.
sdo1 growth	Insulin prom inh	compound	sdo1 growth Rescue 24 h
-0.05	-371	CCCC(=O)Nc1ccc(OCC(=O)OC)cc1	-0.41
0.72	·	O=c1c2cnn(-c3ccc(F)cc3)c2ncn1Cc1cccnc1	0.4
-1.6	35	CC1CCN(S(=O)(=O)c2ccc(C(=O)OCc3ccc4c(c3)OCO4)cc2)CC1	-1.5
1.2	-23	CCC(=O)Nc1cccc(NC(=O)c2ccc(Br)cc2)c1	1
-0.36	-4	CCOc1ccc(NC2=C(OC)C(=O)c3ccccc3C2=O)cc1	-0.65
-0.13	·	COc1ccc(C(=O)Nc2ncc3c(n2)-c2ccccc2CC3)cc1	-0.88
-0.13	-60	Cc1ccc(/C=N/n2c(C)cc(C)c(C#N)c2=O)cc1	-0.97
-0.15	·	CC(C)NC(=O)c1ccc(CS(=O)(=O)c2ccc(Br)cc2)o1	-0.68
-0.55	·	COc1ccc(CSCC(=O)Nc2ccc(S(=O)(=O)N3CCCCCC3)cc2)cc1	-0.65
-0.54	-275	O=C(NCCC1=CCCCC1)C1CCCN(S(=O)(=O)c2ccc(F)cc2)C1 (configuration not stated)	-0.24
0.47	-59	O=C(NCc1ccc(F)cc1)C(=O)Nc1nc(C23CC4CC(CC(C4)C2)C3)cs1	4.4
-1.5	-7	Cc1ccc(C(c2nnnn2CCc2ccccc2)N2CCSCC2)cc1 (configuration not stated)	-1.4
0.11	14	CC(C)Oc1ccc(-c2cc(=O)[nH]c(=O)[nH]2)cc1	-0.55
-0.84	25	COC(=O)c1cc(-c2ccccc2)sc1N	-0.47
0.09	-6	CCOC(=O)Cc1csc(SCC(=O)Nc2cccc(C#N)c2)n1	0.28
-0.91	-57	CC(C)C(NC(=O)C1CCCCC1)C(=O)NC1=NCCS1 (configuration not stated)	-1.1
0.73	-182	COCCN(C(=O)C1CC1)c1nnc(-c2cccc(C)c2)s1	1.1
-0.73	·	O=C1CN(c2nc(-c3ccccc3)c3ccccc3n2)c2ccccc2N1	-0.86
-1.3	·	O=C(Nc1cccc(S(=O)(=O)Nc2ccc(Cl)cc2)c1)c1ccc(Cl)nc1	-1
0.26	9	O=c1c2ccccc2[nH]c2ccccc12	-0.09
-1.8	49	Cc1cc(SCCOc2ccccc2)nc(N)n1	-1.4
0.59	23	CCS(=O)(=O)c1ccc2c(c1)N(S(C)(=O)=O)CC(C(=O)NCc1ccccc1OC)O2 (configuration not stated)	0.28
2	·	CN(C)Cc1cc(CCNC(=O)c2ccc(Cl)cc2)ccc1O	2.6
0.67	-27	O=C(Nc1nc2ccccc2[nH]1)c1cccc(S(=O)(=O)N2CCOCC2)c1	1.1
-0.26	-5	O=C(CN1C(=O)COc2ccccc21)N(Cc1cccnc1)Cc1ccccc1F	-0.11

Later entries:
sdo1 growth	Insulin prom inh	compound	sdo1 growth Rescue 24 h
·	-92	CCc1ccc(NC(=S)N(Cc2cccnc2)Cc2ccco2)cc1	·
0.58	28	COc1ccc([N+](=O)[O-])cc1C(=O)Nc1ccc(OCC(=O)N2CCOCC2)cc1	0.3
0.12	·	Clc1ccc(C[n+]2cc(-c3ccccc3)n3c2CCC3)cc1Cl	-1
0.28	·	C=CCn1c(=NC(=O)c2ccco2)sc2cc(C(=O)OC)ccc21	1.2
0.11	-312	Cc1cc(N2C(=O)C3CC=CC(C)C3C2=O)no1 (configuration not stated)	0.42

Only part of the results is shown; count on the stated rates, not on these rows.
